# Bioassay records: PubChem, several laboratories
# FadD28 binding = M. tuberculosis FadD28 bisubstrate binding inhibition; inhibition, % at 12.5 µM; FadD28 bisubstrate probe binding, fluorescence polarization; actives 0.22% (n = 360,000); in the data active = inhibition above about 8.5%, passing the limit was not always enough
# Rv3671c inh = Rv3671c (M. tuberculosis) protease inhibition; P9WHR9; inhibition, % at 5.96 µM; actives 0.048% (n = 320,000); in the data active = inhibition above about 38%;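 note: extracellular domain of Rv3671c used as enzyme; 0% = enzyme with DMSO and 100% = no enzyme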
# BoNT F protease = inhibitors of Botulinum neurotoxin F light chain protease | actives 0.22% (n = 360,000) | Multiplex microsphere protease cleavage assay, flow cytometry | inhibition, % at 10 µM; in the data active = inhibition above about 35%, passing the limit was not always enough; note: plate controls were buffer without enzyme for full effect and enzyme alone for no effect
# CCHFV vOTU inh = CCHFV vOTU protease inhibition | Pep-AMC fluorescence | actives 0.55% (n = 370,000) | inhibition, % at 11.5 µM | AID 651958; note: 0% = vehicle wells with enzyme and 100% = no enzyme wells
# DUSP3 inh = blocks human VHR1 dual specificity phosphatase; P51452; recombinant VHR phosphatase, pNPP absorbance; inhibition, % at 13.3 µM; actives 0.52% (n = 290,000); AID 1654; in the data active = inhibition above about 50%; note: some compounds called inactive have numbers as strong as hits
# Target sequence (P51452 whole entry, looked up): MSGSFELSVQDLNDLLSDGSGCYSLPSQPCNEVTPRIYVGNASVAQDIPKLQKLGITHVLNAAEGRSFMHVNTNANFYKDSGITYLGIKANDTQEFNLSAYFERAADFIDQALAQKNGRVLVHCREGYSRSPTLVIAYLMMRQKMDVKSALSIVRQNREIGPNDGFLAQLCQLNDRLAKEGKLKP
# MazEF act = MazEF (E. coli) toxin RNase activation. FAM/BHQ RNA-DNA oligo cleavage fluorescence, 5 h. activation, % at 20 µM. actives 0.32% (n = 350,000); in the data active = activation above about 50%
# Target sequence (P0AE70 whole entry, looked up): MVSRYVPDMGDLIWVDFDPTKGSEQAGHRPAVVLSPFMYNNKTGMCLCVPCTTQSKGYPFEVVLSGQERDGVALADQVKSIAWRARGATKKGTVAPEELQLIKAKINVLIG
# Mtb FBA inh = Mtb fructose-bisphosphate aldolase inhibition; P9WQA3; purified M. tuberculosis FBA, fluorescence read-out; inhibition, % at 1 µM; actives 2.3% (n = 360,000); AID 588726; in the data active = inhibition above about 27%;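 note: 0% = vehicle and 100% = reference inhibitor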
# Target sequence (P9WQA3 whole entry, looked up): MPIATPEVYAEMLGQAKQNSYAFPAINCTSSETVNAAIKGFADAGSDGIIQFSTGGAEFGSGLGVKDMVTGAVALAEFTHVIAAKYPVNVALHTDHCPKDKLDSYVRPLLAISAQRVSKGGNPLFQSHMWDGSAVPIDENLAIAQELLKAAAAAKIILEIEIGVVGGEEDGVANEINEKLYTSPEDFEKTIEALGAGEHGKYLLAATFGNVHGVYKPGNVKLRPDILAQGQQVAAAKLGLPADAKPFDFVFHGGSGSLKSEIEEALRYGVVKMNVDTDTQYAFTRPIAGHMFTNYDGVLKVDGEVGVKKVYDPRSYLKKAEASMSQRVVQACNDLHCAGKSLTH
# Mtb UGM inh = inhibitors of M. tuberculosis UDP-galactopyranose mutase; purified UGM, fluorescence polarization probe displacement; actives 0.06% (n = 320,000); inhibition, % at 10 µM; in the data active = inhibition above about 10%, passing the limit was not always enough
# Target sequence (P9WIQ1 whole entry, looked up): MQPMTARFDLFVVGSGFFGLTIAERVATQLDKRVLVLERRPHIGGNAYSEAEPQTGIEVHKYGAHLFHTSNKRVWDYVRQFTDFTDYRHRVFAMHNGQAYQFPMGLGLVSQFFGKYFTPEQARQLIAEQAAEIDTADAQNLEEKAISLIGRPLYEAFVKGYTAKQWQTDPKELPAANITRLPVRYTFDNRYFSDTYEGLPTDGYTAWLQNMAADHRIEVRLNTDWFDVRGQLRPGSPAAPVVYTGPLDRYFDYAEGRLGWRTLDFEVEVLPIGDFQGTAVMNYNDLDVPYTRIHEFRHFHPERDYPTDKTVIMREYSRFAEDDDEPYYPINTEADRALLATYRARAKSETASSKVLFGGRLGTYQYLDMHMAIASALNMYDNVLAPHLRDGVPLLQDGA
# Mtb BioA inh = inhibitors of Mycobacterium tuberculosis BioA enzyme | purified M. tuberculosis BioA enzyme, plate reader | inhibition, % at 9.99 µM | actives 0.096% (n = 360,000); in the data active = inhibition above about 40%
# GDH-TPI counter = counter-screen for M. tuberculosis FBA inhibitors: GDH-TPI coupled enzymes; GDH-TPI coupled enzyme counterscreen, NADH absorbance; actives 1.2% (n = 360,000); inhibition, % at 4.8 µM;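 note: 0% = DMSO wells and 100% = wells lacking the enzyme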
# Starred values were filed as active, the others as inactive; x = not tested or not shown; & = joins results of further samples. Cut-off read from the data, not from the text of the source, unless noted: active = inhibition above about 30%; inactive = the rest.
SMILES,FadD28 binding,Rv3671c inh,BoNT F protease,CCHFV vOTU inh,DUSP3 inh,MazEF act,Mtb FBA inh,Mtb UGM inh,Mtb BioA inh,GDH-TPI counter
COc1cc2c(cc1OC)C(C)N(C(=S)NC(=O)c1ccccc1)CC2 (configuration not stated),-1.7,5,-12,12,3,6,1,1.1,x,-2
CCOC(=O)N1CCN(C(=O)CSc2ccc3nnc(-c4cccnc4)n3n2)CC1,-2.5,4,-3,-13,26,-6,23,-2.7,x,-9
COc1ccc(/C=N/NC(=O)Cn2cc(C(F)(F)F)ccc2=O)cc1,-3.4,-4,-6,4,19,1,2,0.5,x,-2
O=C(CN1CCN(S(=O)(=O)c2ccccc2)CC1)Nc1ccccc1Cl,-1.5,1,-7,18,19,-17,6,-0.9,1.8,9
CSc1nnc(-c2cc(Br)ccc2N=Cc2c(C)[nH]n(-c3ccccc3)c2=O)c(=O)[nH]1,-2.8,1,5,-1,7,0,-2,3.9,x,14
CCOC(=O)CC1COCCN1C(=O)c1ccc2oc(Cc3ccccc3)nc2c1 (configuration not stated),-0.4,-5,-1,-5,23,3,1,-2.1,-0.4,-6
CN(C)CCN1CCN(C2CN(C3CCCC3)S(=O)(=O)C2)CC1 (configuration not stated),-2.7,x,-7,0,x,x,-1,x,-0.8,x
N#Cc1ccc(-c2ccc(OCC(=O)NCCc3ccccc3)cc2)cc1,-4.3,4,-2,12,28,-6,38*,-1.0,x,5
Cc1ccc(Sc2c([N+](=O)[O-])ncn2C)cc1,0.0,2,2,4,23,-7,1,-0.9,x,17
O=C(Nc1ccc(Oc2ccccc2)nc1)C1CCCCN1Cc1cccc(OCCO)c1 (configuration not stated),-2.4,-1,8,9,4,2,0,1.2,-1.5,6
COc1ccc(CS(=O)(=O)CC(C)(O)c2ccccc2)cc1 (configuration not stated),1.2,1,3,-6,49,-1,0,0.5,-1.5,6
Nc1cc(N2CCCC2)ccc1[N+](=O)[O-],-2.5,6,-2,-4,15,1,-16,0.8,x,2
O=C(Cn1cc(CCO)nn1)N1CCNCC1,-2.2,-5,-2,2,18,1,0,1.9,-1.6,7
Cc1c(C(=O)N2CCC3(CC2)OCCO3)sc2ncnc(N3CCN(c4ccccn4)CC3)c12,1.0,6,0,25,16,-6,-1,0.3,1.3,18
O=c1cccc2n1CC1CC2CN(S(=O)(=O)c2ccc(F)cc2)C1 (configuration not stated),-3.3,4,-5,-4,11,10,3,0.3,x,-10
Cc1ccc(C(=O)/C=C\NCc2ccccc2)cc1,1.0,2,-6,5,-14,9,1,-2.2,x,29
c1ccc2[nH]c(-c3ccnc4ccccc34)nc2c1,-4.0&-4.7,0&-7,-5&-1,-19&-36,26&17,-1&-7,45*,-1.8&0.1,1.8&3.2,25&26
Cc1cccc(C)c1C(O)c1ncc(-c2cccc(F)c2)[nH]1 (configuration not stated),-0.4,x,-1,2,x,x,1,x,3.0,15
CCc1nc(C)c(C(=O)N2CCCC(C(=O)Nc3cccc(-c4cccc(C)c4)c3)C2)o1 (configuration not stated),-4.9,3,-5,-1,14,-2,3,3.3,3.2,-5
COc1ccccc1CNC(=O)COc1cccnc1[N+](=O)[O-],-8.0,-1,9,6,29,3,0,3.6,-0.5,-4
CCOC(=O)c1sc2nc3c(SCCC(=O)O)cc(C(=O)c4cc(OC)ccc4O)cn3c(=O)c2c1C,-6.7,x,20,10,x,-27,3,x,x,5
CCn1ncc(CN2CCN(C(=O)Nc3ccccc3C(=O)OC)CC2)c1C,-0.4,-6,1,-1,10,4,4,3.2,0.1,5
Cc1cc(C)c(C(=O)CN2C(=O)NC3(CCCCCC3)C2=O)cc1C,-1.9,1,1,-1,29,-11,-1,0.7,x,1
CC(C)NC(=O)Nc1ccc2c(c1)C(=O)N([C@H](C)CO)C[C@H](C)[C@@H](CN(C)C(=O)Nc1ccc(C(F)(F)F)cc1)O2,-4.7,5,-1,6,x,-5,-3,-3.1,-0.1&-0.6,0
CSCCC(NC(=O)c1ccc([N+](=O)[O-])cc1Cl)C(=O)OCC(=O)N1CCN(C(C)=O)CC1 (configuration not stated),0.0,7,-10,2,x,3,1,-2.9,0.3,3
# (listing goes on)
SMILES,FadD28 binding,Rv3671c inh,BoNT F protease,CCHFV vOTU inh,DUSP3 inh,MazEF act,Mtb FBA inh,Mtb UGM inh,Mtb BioA inh,GDH-TPI counter
Cc1ccc(C(=O)Nc2ccc(Cl)cn2)cc1,-0.7,0,1,10,-4,2,4,-0.7,-2.3,-2
CCOC(=O)C1=CCC(C(C)(C)C)N(S(=O)(=O)c2ccc(C)cc2)C1 (configuration not stated),-2.5,x,-2,3,x,x,0,x,-1.0,x
O=C(O)c1cccc(NC(=O)c2ccc3c(c2)C(=O)N(CC2CCCO2)C3=O)c1 (configuration not stated),-0.6,4,-1,6,26,0,-2,0.1,-1.0,12
COc1ccc(/C=C2\CCc3ccccc3C2=O)cc1Cn1cccn1,-1.0,-7,-6,8,31,-8,-5,0.9,0.5,21
Cc1n[nH]c(C)c1CCC(=O)N/N=C/c1c[nH]c2ccccc12,-3.8,3,x,-7,0,-5,-1,-0.1,-1.1,9
Nc1nc(NC(=O)Cc2ccccc2)nn1-c1ccccc1,-2.0,-5,-3,4,7,8,1,-1.2,0.6,-3
O=C(Nc1ccc(F)c(Cl)c1)c1ccc2nc([C@@H]3O[C@H](CO)[C@H](O)[C@H](O)[C@H]3O)[nH]c2c1,-4.7,x,0,3,x,x,0,x,16,3
CCN(CC)CCNS(=O)(=O)c1ccc2[nH]cc(C(=O)O)c(=O)c2c1,-0.9,0,-9,-3,-7,1,3,1.3,-1.4,7
COc1ccc(S(=O)(=O)N2CCN(Cc3cccc(OC)c3)CC2)cc1,-1.2,1,x,-7,30,-26,1,2.1,-0.7,12
CCCc1cc(=O)[nH]c(SCC(=O)Nc2cc(S(=O)(=O)N(CC)c3ccccc3)ccc2Cl)n1,-2.5,-13,10,35*,x,-1,5,-4.2,1.3,6
CN(Cc1ccccc1)c1nc2c(c(=O)[nH]c(=O)n2C)n1CCOc1ccccc1,-2.7,2,-2,-11,-12,9,-1,-0.6,x,-5
COc1ccccc1NC(=O)NCCCl,-0.2,-8,-6,15,4,4,0,-1.7,-2.1,3
Cc1ccnc(SCC(=O)O)n1,-2.9,-4,0,-6,6,-10,-3,-3.7,x,-18
CCOCCCN(CCC#N)S(=O)(=O)c1ccc(S(=O)(=O)N2CCCC2)cc1,-0.9,3,-6,-5,16,4,1,-1.7,0.4,9
O=C(CCS(=O)(=O)c1ccc(Br)cc1)NC1CCCC1,-0.5,-8,-4,x,35,8,5,0.2,0.6,4
COc1cccc(OCC(O)CN2CCc3ccccc3C2)c1 (configuration not stated),-1.0,1,3,17,-12,0,1,-1.5,-2.1,4
Cc1cc(C(=O)Cn2cnc3ccc(Cl)cc3c2=O)c(C)n1C1CC1,-1.1,x,-6,-17,x,16,0,x,-0.4,2
O=C1c2cccc([N+](=O)[O-])c2C(=O)N1c1ccccc1,-0.2,4,-2,4,-2,0,0,0.2,-1.4,0
Cc1cccnc1NC(=O)c1sc2ccccc2c1Cl,-1.9,-5,x,-7,-11,5,3,-3.2,-0.7,12
CC1=C(C(=O)N(C(C)C)C(C)C)CC(CC(=O)NC2CCCCC2)C(=O)N1Cc1ccc(F)cc1 (configuration not stated),-0.9,x,-11,12,x,x,4,x,0.3,x
CCc1nc2c(OCCOc3ccc(F)cc3)cccn2c1N(C)C(=O)c1ccco1,-4.6,x,0,2,x,x,-3,x,1.8,4
COc1ccc(N(C(=O)Cc2cccs2)C(C(=O)NC2CCCCC2)c2cccn2C)cc1OC (configuration not stated),0.9,-2,11,11,-23,-13,1,2.2,-2.3,10
CCCCSc1nnc(-c2c[nH]c3ccccc23)n1C,-1.4,1,0,2,0,-1,-2,1.1,-1.4,10
Cc1ccc(NC(=O)COC(=O)COc2cccc3c2OC(C)(C)C3)cc1S(=O)(=O)N1CCOCC1,0.8,-3,-4,-9,x,7,-1,-1.4,-2.2,-3
CCCCN(CC)CCCNC(=O)CS(=O)(=O)Cc1nc(-c2cccc(OC)c2)oc1C,-5.2,0,-11,-4,20,-4,2,0.8,-0.1,-2
# Next section
SMILES,FadD28 binding,Rv3671c inh,BoNT F protease,CCHFV vOTU inh,DUSP3 inh,MazEF act,Mtb FBA inh,Mtb UGM inh,Mtb BioA inh,GDH-TPI counter
O=C(NCCO)c1nc(NCCO)c2ccccc2n1,-1.2,-3,6,-11,9,11,4,-1.0,-1.1,8
CC1Cc2ccccc2N1C(=O)C12CCC(C)(C(=O)C1)C2(C)C (configuration not stated),-0.2,-3,-7,1,13,8,-2,0.1,-0.5,17
CN1C(=O)N(CC(=O)Nc2sccc2C(N)=O)C(=O)C12CCCCC2,-3.1,-2,-3,4,x,-3,0,3.8,-0.2,5
CCOC(=O)[C@@H]1[C@H]2COc3cc(OC)ccc3[C@@H]2N2C(=O)N(c3ccc(Cl)cc3)C(=O)[C@]12C,-2.7,-1,3,12,x,6,1,2.4,-1.4,6
CC(NC(=O)c1ccccc1Br)c1nnc(SCC(=O)NC2CCCCC2)n1C (configuration not stated),-0.4,-2,6,11,43,16,1,1.7,-3.2,0
NS(=O)(=O)c1ccc(CCNc2nc(CN3CCCCC3)nc3sc4c(c23)CCC4)cc1,-4.2,-4,-4,-8,29,5,3,2.4,2.7,-9
CCOC(=O)[C@@H]1[C@H]2COc3ccc(Br)cc3[C@@H]2N2C(=O)N(c3ccc(OC)cc3)C(=O)[C@@]12C,-9.1,1,-9,-1,x,4,-1,0.1,-5.7,2
Cc1ccccc1C1c2[nH]c3ccccc3c2C[C@H]2C(=O)N(c3ccccc3C(=O)NCCCN3CCOCC3)C(=O)N12 (some centres not stated),-3.2,-14,1,1,33,4,1,0.3,1.5,-4
Cc1ccc(S(=O)(=O)NCCC(=O)NCC(c2cccs2)N(C)C)cc1 (configuration not stated),-1.2,-4,-2,15,x,3,1,0.5,0.0,3
O=C1NC(=O)C(=Cc2ccco2)S1,0.8,x,1,8,x,0,1,x,1.0,38*
O=C(COc1ccc(S(=O)(=O)NC2CCCCC2)cc1Cl)NCc1ccc2c(c1)OCO2,0.7,-4,-3,2,9,1,-3,-0.5,-0.3,4
COc1ccccc1-c1nn(Cc2ccccc2)cc1C(=O)NCC(c1ccco1)N1CCCC1 (configuration not stated),-0.8,1,6,-3,x,0,4,-3.4,-4.1,-5
O=C(Nc1ccc(Cl)cc1F)c1cc(S(=O)(=O)N2CCCCC2)ccc1F,0.4,2,-9,1,-11,5,1,-0.2,-2.5,8
Cn1c(N)c(C#N)c2c(c1=S)CSC(C)(C)C2,-1.9,5,-3,9,2,-1,4,-1.5,-4.1,6
CCOC(=O)Cn1c(=O)oc2ccc(C)cc21,-3.9,0,1,-6,19,-6,-1,0.3,x,-2

# Nothing new here: an excerpt of the list.
SMILES,FadD28 binding,Rv3671c inh,BoNT F protease,CCHFV vOTU inh,DUSP3 inh,MazEF act,Mtb FBA inh,Mtb UGM inh,Mtb BioA inh,GDH-TPI counter
c1ccc2[nH]c(-c3ccnc4ccccc34)nc2c1,-4.0&-4.7,0&-7,-5&-1,-19&-36,26&17,-1&-7,45*,-1.8&0.1,1.8&3.2,25&26
Cc1cccc(C)c1C(O)c1ncc(-c2cccc(F)c2)[nH]1 (configuration not stated),-0.4,x,-1,2,x,x,1,x,3.0,15
CCc1nc(C)c(C(=O)N2CCCC(C(=O)Nc3cccc(-c4cccc(C)c4)c3)C2)o1 (configuration not stated),-4.9,3,-5,-1,14,-2,3,3.3,3.2,-5

# Gathered by group: those above containing a furan ring, fused or not
SMILES,FadD28 binding,Rv3671c inh,BoNT F protease,CCHFV vOTU inh,DUSP3 inh,MazEF act,Mtb FBA inh,Mtb UGM inh,Mtb BioA inh,GDH-TPI counter
CCc1nc2c(OCCOc3ccc(F)cc3)cccn2c1N(C)C(=O)c1ccco1,-4.6,x,0,2,x,x,-3,x,1.8,4
O=C1NC(=O)C(=Cc2ccco2)S1,0.8,x,1,8,x,0,1,x,1.0,38*
COc1ccccc1-c1nn(Cc2ccccc2)cc1C(=O)NCC(c1ccco1)N1CCCC1 (configuration not stated),-0.8,1,6,-3,x,0,4,-3.4,-4.1,-5
